# CTSL1 counter = counter-screen for PFM18AAP inhibitors: inhibitors of F. hepatica cathepsin L1; recombinant F. hepatica cathepsin L1, Z-Leu-Arg-MCA fluorescence; inhibition, % at 5.96 µM; 0.49% of 300,000 active;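 active = inhibition above the mean of all tested compounds plus 3 SD, set per screening campaign, cut at about 17% in these data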;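 note: 0% = plate median of test compound wells and 100% = 1 µM Z-Phe-Ala-diazomethylketone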
# PP5 primary = PP5 (human) phosphatase inhibition; inhibition, % at 6.7 µM; 0.18% of 320,000 active; P53041; purified PP5c, OMFP substrate fluorescence;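 active = inhibition above the campaign's mean inhibition across all tested compounds plus 3 SD, cut at about 9.5% in these data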;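 note: 0% = DMSO only and 100% = 100 µM cantharidin control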
# TPT1 inhibitor = C. albicans TPT1 enzyme inhibition; 0.81% of 300,000 active; inhibition, % at 5 µM; recombinant caTPT1, FP RNA substrate dephosphorylation; AID 1962;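 active = inhibition above the mean of all tested compounds plus 3 SD, set per screening campaign, cut at about 24% in these data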;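 note: plate controls were DMSO alone for no effect and ferristatin control at 100 nM for full effect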
# LYPLA2 inh = counter-screen for PME1 inhibitors: inhibitors of human LYPLA2. O95372. recombinant LYPLA2, FP-Rh probe fluorescence polarization. inhibition, % at 5.9 µM. 0.38% of 320,000 active;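 active = inhibition above the screen-wide mean plus 3 SD, limit set per campaign, cut at about 26% in these data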;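 note: 0% = LYPLA2 with DMSO and 100% = wells lacking LYPLA2 enzyme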
# Target sequence (O95372 whole entry, looked up): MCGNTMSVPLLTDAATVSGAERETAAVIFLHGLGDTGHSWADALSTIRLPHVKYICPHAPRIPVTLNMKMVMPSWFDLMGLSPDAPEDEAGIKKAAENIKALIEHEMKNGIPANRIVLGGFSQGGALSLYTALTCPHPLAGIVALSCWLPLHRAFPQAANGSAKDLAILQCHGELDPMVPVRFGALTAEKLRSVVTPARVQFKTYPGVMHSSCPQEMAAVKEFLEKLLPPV
# PREPL inhibitor = inhibits the human prolyl oligopeptidase-like enzyme; recombinant PREPL, fluorescence polarization activity-based probe; inhibition, % at 5.96 µM; 0.68% of 320,000 active; in the data active = inhibition above about 43%;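 note: 0% = enzyme with DMSO and 100% = wells lacking enzyme; many of its hits are not listed in these tables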
# HCV core dimer = HCV core protein dimerization inhibition | inhibition, % at 5 µM | 0.33% of 300,000 active | AID 1899 | TR-FRET GST/Flag-core106 dimerization, 1536-well;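 active = inhibition above the mean of all tested compounds plus 3 SD, set per screening campaign, cut at about 45% in these data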
#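 Assay system: GST-tagged and Flag-tagged HCV core protein residues 1-106 / Times: compound-protein-antibody incubation 4 h at 22.5 °C / Signal: time-resolved FRET, ex 340 nm, em 617 and 671 nm / Evaluation: % inhibition based on acceptor/donor emission ratio / Benchmarks: wells lacking GST-core106 and wells with excess unlabelled core106 / Repeats: singlicate, one well per compound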
# Efflux pump mplx = inhibitors of Candida antifungal efflux pumps expressed in yeast; AID 485275; 0.44% of 330,000 active; inhibition, % at 10 µM; S. cerevisiae Candida pump triplex, Nile Red efflux;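 active = plate passing quality check with inhibition over a set limit, or well fluorescence over plate mean plus 4 SD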;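 note: Nile Red retained in pooled yeast measured as flow cytometry median fluorescence; 0% = buffer negative control and 100% = Enniatin B positive control; higher means more Nile Red kept so more efflux inhibition; some compounds called inactive have numbers as strong as hits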
# PP1 inh = counter-screen for PP5 inhibitors: inhibitors of human PP1-alpha | purified PP1alpha, OMFP fluorescence | inhibition, % at 6.7 µM | 0.9% of 320,000 active;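 active = inhibition above the mean inhibition of all tested compounds plus 3 SD, computed separately for each screening campaign, cut at about 15% in these data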
# Target sequence (P62136 whole entry, looked up): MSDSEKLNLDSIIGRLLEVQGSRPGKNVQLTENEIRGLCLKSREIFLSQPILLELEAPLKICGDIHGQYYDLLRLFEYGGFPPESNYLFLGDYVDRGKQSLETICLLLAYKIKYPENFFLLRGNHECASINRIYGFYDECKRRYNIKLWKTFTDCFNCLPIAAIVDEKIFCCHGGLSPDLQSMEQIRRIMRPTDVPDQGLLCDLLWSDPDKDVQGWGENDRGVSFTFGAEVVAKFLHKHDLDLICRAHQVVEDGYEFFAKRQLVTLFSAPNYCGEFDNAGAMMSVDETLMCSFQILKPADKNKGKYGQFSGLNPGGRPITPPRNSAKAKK
# GASC-1 inh = human JMJD2C demethylase inhibition; AID 2099; inhibition, % at 2.35 µM; Q9H3R0; GST-JMJD2C(1-420) H3K9me3 demethylation, DELFIA europium; 0.069% of 330,000 active;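 active = more than half of a compound's replicate wells show inhibition beyond 50%, single wells judged on their own value; inconclusive = some, but no more than half, of replicates pass 50% inhibition; inactive = no replicate passes 50% inhibition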;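 note: signal counts dimethyl H3K9 product captured on neutravidin plate; 0% = median of DMSO wells and 100% = 0.3 times that DMSO median; strong numbers were not always called active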
# Target sequence (Q9H3R0 1-420 limits assumed): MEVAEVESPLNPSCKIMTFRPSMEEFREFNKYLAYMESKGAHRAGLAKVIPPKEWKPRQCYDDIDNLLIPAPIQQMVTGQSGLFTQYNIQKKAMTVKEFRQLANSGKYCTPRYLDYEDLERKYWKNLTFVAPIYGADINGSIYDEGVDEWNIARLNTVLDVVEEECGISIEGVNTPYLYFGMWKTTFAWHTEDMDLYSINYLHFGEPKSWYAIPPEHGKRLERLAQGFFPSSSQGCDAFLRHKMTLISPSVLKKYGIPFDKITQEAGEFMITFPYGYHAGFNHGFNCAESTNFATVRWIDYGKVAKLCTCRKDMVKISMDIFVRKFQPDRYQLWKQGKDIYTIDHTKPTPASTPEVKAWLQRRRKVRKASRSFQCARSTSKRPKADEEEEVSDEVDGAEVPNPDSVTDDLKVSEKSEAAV
# The depositor's hits bear a star; ? = inconclusive; nt = not tested or not shown; & = joins results of further samples.
SMILES,CTSL1 counter,PP5 primary,TPT1 inhibitor,LYPLA2 inh,PREPL inhibitor,HCV core dimer,Efflux pump mplx,PP1 inh,GASC-1 inh
O=c1[nH]c2ccc(NC(=S)Nc3ccc(Cl)cc3)cc2[nH]1,2,0.2,3,4,11,5,0.1,-1,-19
O=C(CSc1nnc(NC(=O)c2ccccc2Cl)s1)NC1CC1,-5,0.6,2,-5,4,-5,0.1,2,1
O=C(NC(CO)c1ccccc1)c1ccco1 (stereo not given),-4,1.2,0,11,-1,-5,-0.1,1,6
O=C(OCn1nnc2ccccc2c1=O)c1ccc2ncsc2c1,-11,0.6,-2,-3,2,11,-0.1,-1,0
CCN(CC)C(=O)CSc1nnc2c3ccccc3n(C)c2n1,1,1.1,2,3,1,5,-0.2,-1,-3
CCOC(=O)N1CCC(NC(=O)c2cc3sccc3n2CC)CC1,-4,0.0,-1,10,14,4,0.0,-4,2
O=C(N1CCN(c2ccccn2)CC1)C(Cl)(Cl)Cl,14,1.3,-3,1,-14,-12,-0.2,-4,7
COc1cc2[nH]c(=O)n(CCC(=O)N3CCC(N4CCCCC4)CC3)c(=O)c2cc1OC,-4,0.4,0,-10,0,-1,-0.1,1,-23
COc1ccccc1CNC(=O)COC(=O)c1n[nH]c2ccccc12,7,1.4,2,-1,9,0,-0.2,-2,3
CC(C)CC(NS(=O)(=O)c1ccccc1S(=O)(=O)NC(CC(C)C)C(=O)O)C(=O)O (stereo not given),-4,0.1,-1,-1,-6,-5,-0.2,-3,1
O=C(CCC(=O)c1cccs1)Nc1nnc(C2CC2)s1,-1,3.0,-3,7,1,-2,0.1,6,3
CCOc1ccccc1C(=O)OCC(=O)NCCNC(=O)COC(=O)c1ccccc1OCC,0,4.2,1,1,4,-1,0.1,-2,9
Cc1nnc(NC(=O)c2nc(S(=O)(=O)Cc3ccccc3)ncc2Cl)s1,10,-7.6,-3,-2,7,-14,-0.3,-4,-15
Cc1cc(=O)n2[nH]c(SCc3ccccc3Cl)nc2n1,-3,-3.0,-4,-1,-1,5,0.0,0,5
O=C(CSc1nnc(C2CC2)n1Cc1ccccc1)N1CCN(S(=O)(=O)c2ccccc2)CC1,-1,-1.8,-4,0,16,6,-0.1,-3,-2
CCN(CC)c1ccc(C2C(C(=O)OCCOC(C)C)=C(C)NC3=C2C(=O)CCC3)cc1 (stereo not given),1,5.0,2,4,3,-1,-0.1,-3,5
Cc1oc(-c2ccccc2F)nc1CS(=O)(=O)CC(=O)NCCCN1CC(C)CC(C)C1 (stereo not given),-5,0.8,-3,8,18,8,0.3,-5,3
COc1ccc(NC(=S)N2CCC(NC(=O)c3cccc(C)c3)CC2)cc1,0,1.7,-2,0,-1,-8,0.0,7,-3
COc1ccc(CN(C(=O)CNC(=O)c2ccco2)C(C(=O)NC2CCCC2)c2ccco2)cc1 (stereo not given),-3,0.8,-1,0,0,0,-0.1,-5,5&-1
CC1(C)CC(NC(=O)COc2ccc(Cl)cc2Cl)CC(C)(C)N1,-2,-1.3,-3,8,40,2,0.1,1,-15
CCCOc1ccc(/C(O)=C2/C(=O)C(=O)N(CCCn3ccnc3)C2c2ccco2)cc1 (stereo not given),-1,1.2,5,0,11,-2,-0.5,-1,4
CC(C(=O)Nc1ccccc1C(=O)O)n1c(C(F)(F)F)nc2ccccc21 (stereo not given),0,2.1,-2,-5,-10,-4,0.0,3,1
O=[N+]([O-])c1ccc(Oc2ccc(-c3cnc4ccccc4n3)cc2[N+](=O)[O-])cc1,6,-0.6,6,10,15,3,0.2,-2,13
COc1ccc2nc(C(F)(F)Cl)c(C#N)c(N)c2c1,-1,2.8,-3,-4,6,-6,-0.1,2,-5
Cc1cccc(-n2nc(C)c3c2NC2=C(C(=O)CCC2)C3c2ccccn2)c1 (stereo not given),5,0.3,2,-2,-10,1,0.2,-2,-18
COc1ccc2[nH]c(C(=O)O)c(NS(=O)(=O)c3ccc(C)c(C)c3)c2c1,3,1.9,-2,5,3,4,-0.1,4,1
COc1ccc(-c2oc(NC(=O)CSc3ncn[nH]3)c(C#N)c2-c2ccc(OC)cc2)cc1,2,4.9,-2,10,25,6,0.1,3,3
COc1ccc(C)cc1NC(=O)C1CCCN(S(=O)(=O)c2ccc3[nH]c(=O)ccc3c2)C1 (stereo not given),5,-4.0,1,-4,14,-4,-0.1,-10,11
CCOC(=O)CNc1ncc([N+](=O)[O-])cc1C#N,3,3.8,-3,-8,13,-18,-0.2,1,5
COc1ccc(-n2cnnc2SCC(=O)N2CCN(S(=O)(=O)c3ccccc3)CC2)cc1,3,1.3,-6,-5,17,-3,0.1,0,7
CC1CCN(CC2C(=O)O[C@@H]3C[C@@]4(C)CCC[C@H](C)C4=C[C@H]23)CC(C)(C)C1 (stereo not given in full),1,-0.2,-3,3,4,-3,0.1,0,0
CCN(CC)c1ccc(O)c(C=Nc2ccc(C)c(C)c2)c1,2,3.1,-5,-2,9,4,0.1,0,2
NS(=O)(=O)c1ccc(CCNS(=O)(=O)c2cccs2)cc1,-1,1.5,-2,7,0,1,0.1,0,-2
CC(SCc1cc(=O)n2c([nH]c3ccccc32)c1C#N)C(=O)O (stereo not given),-4,-2.0,13,-10,20,3,0.0,-2,?
COc1cccc(/C=C/c2ccc3ccccc3n2)c1OC(C)=O,7,-4.3,-3,-5,7,2,-0.1,4,10
CCOC(=O)N1CCN(C(=O)C2CCN(Cc3ccc(O)c(OCC)c3)CC2)CC1,-19,1.0,-3,-1,6,-1,0.0,-5,3

# Rewritten bar-delimited: part of the list above
SMILES | CTSL1 counter | PP5 primary | TPT1 inhibitor | LYPLA2 inh | PREPL inhibitor | HCV core dimer | Efflux pump mplx | PP1 inh | GASC-1 inh
CC(C(=O)Nc1ccccc1C(=O)O)n1c(C(F)(F)F)nc2ccccc21 (stereo not given) | 0 | 2.1 | -2 | -5 | -10 | -4 | 0.0 | 3 | 1
O=[N+]([O-])c1ccc(Oc2ccc(-c3cnc4ccccc4n3)cc2[N+](=O)[O-])cc1 | 6 | -0.6 | 6 | 10 | 15 | 3 | 0.2 | -2 | 13
COc1ccc2nc(C(F)(F)Cl)c(C#N)c(N)c2c1 | -1 | 2.8 | -3 | -4 | 6 | -6 | -0.1 | 2 | -5
Cc1cccc(-n2nc(C)c3c2NC2=C(C(=O)CCC2)C3c2ccccn2)c1 (stereo not given) | 5 | 0.3 | 2 | -2 | -10 | 1 | 0.2 | -2 | -18
COc1ccc2[nH]c(C(=O)O)c(NS(=O)(=O)c3ccc(C)c(C)c3)c2c1 | 3 | 1.9 | -2 | 5 | 3 | 4 | -0.1 | 4 | 1
COc1ccc(-c2oc(NC(=O)CSc3ncn[nH]3)c(C#N)c2-c2ccc(OC)cc2)cc1 | 2 | 4.9 | -2 | 10 | 25 | 6 | 0.1 | 3 | 3
COc1ccc(C)cc1NC(=O)C1CCCN(S(=O)(=O)c2ccc3[nH]c(=O)ccc3c2)C1 (stereo not given) | 5 | -4.0 | 1 | -4 | 14 | -4 | -0.1 | -10 | 11
CCOC(=O)CNc1ncc([N+](=O)[O-])cc1C#N | 3 | 3.8 | -3 | -8 | 13 | -18 | -0.2 | 1 | 5
COc1ccc(-n2cnnc2SCC(=O)N2CCN(S(=O)(=O)c3ccccc3)CC2)cc1 | 3 | 1.3 | -6 | -5 | 17 | -3 | 0.1 | 0 | 7
CC1CCN(CC2C(=O)O[C@@H]3C[C@@]4(C)CCC[C@H](C)C4=C[C@H]23)CC(C)(C)C1 (stereo not given in full) | 1 | -0.2 | -3 | 3 | 4 | -3 | 0.1 | 0 | 0
CCN(CC)c1ccc(O)c(C=Nc2ccc(C)c(C)c2)c1 | 2 | 3.1 | -5 | -2 | 9 | 4 | 0.1 | 0 | 2
NS(=O)(=O)c1ccc(CCNS(=O)(=O)c2cccs2)cc1 | -1 | 1.5 | -2 | 7 | 0 | 1 | 0.1 | 0 | -2
CC(SCc1cc(=O)n2c([nH]c3ccccc32)c1C#N)C(=O)O (stereo not given) | -4 | -2.0 | 13 | -10 | 20 | 3 | 0.0 | -2 | ?
COc1cccc(/C=C/c2ccc3ccccc3n2)c1OC(C)=O | 7 | -4.3 | -3 | -5 | 7 | 2 | -0.1 | 4 | 10
CCOC(=O)N1CCN(C(=O)C2CCN(Cc3ccc(O)c(OCC)c3)CC2)CC1 | -19 | 1.0 | -3 | -1 | 6 | -1 | 0.0 | -5 | 3

# (listing goes on)
SMILES,CTSL1 counter,PP5 primary,TPT1 inhibitor,LYPLA2 inh,PREPL inhibitor,HCV core dimer,Efflux pump mplx,PP1 inh,GASC-1 inh
COc1ccc(N/C(=N/c2nc(C)cc(C)n2)NC(=O)Nc2ccc(Cl)c(Cl)c2)c(OC)c1,-4,-0.9,0,2,8,5,-0.3,-4,-10
C=CCn1c(SCC(=O)c2ccc(O)c(O)c2)nnc1-c1ccccc1OC,-4,3.2,-3,-5,21,11,0.1,2,-12
O=C(CC1C(=O)NCCN1Cc1ccc(-c2ccccc2)cc1)NCc1ccncc1 (stereo not given),0,-2.2,-6,8,35,-6,0.0,0,-1
CC(C)OC(=O)c1c(N)sc2c1CCCC2,-6,3.5,-4,-5,-6,-5,-0.1,3,nt
O=c1cc(CSc2nnc(COc3ccccc3)n2-c2ccccc2)c2ccccc2[nH]1,-2,-0.5,-1,-1,-43,1,-0.3,1,28
O=C(Nc1ccc2c(c1)OCCO2)c1ccc(Br)s1,1,8.5,5,1,10,-1,1.8,-1,-9
C(=N\N1CCN(Cc2ccccc2)CC1)/c1ccccc1,4,0.5,-1,2,15,-1,0.0,-2,-5
CC[N+](CC)(CC)C/C(N)=N/O,0,0.4,-7,4,0,-1,-0.1,-6,3
O=C(COC(=O)c1ccccc1Cl)NC(=O)NCc1ccccc1,-4,2.7,-1,3,0,1,0.2,5,5
Cc1ccc(-c2nc(C#N)c(NCCc3ccccn3)o2)cc1,-1,3.0,-3,5,-4,-3,-0.1,-3,1
COc1ccc(N(CC(=O)NC(C)C)C(=O)CCC(=O)Nc2ccccn2)cc1,3,0.4,-3,11,7,1,-0.3,-1,5
O=C(c1ccco1)N1CCN(C(=O)C2c3ccccc3Oc3ccccc32)CC1,-6,1.1,-2,-12,9,12,0.1,-5,-30
Cc1cc(OCC(=O)N2CCOCC2)ccc1[N+](=O)[O-],4,0.0,5,10,13,-2,0.0,4,-6
CN1CCC(Oc2ccccc2Sc2ccc(C(F)(F)F)cc2)CC1,-1,3.9,1,1,9,-3,0.3,3,-8
O=C(CNS(=O)(=O)c1ccc(Br)cc1)N1CCN(c2ccc(F)cc2)CC1,3,1.4,-1,5,-36,-2,0.3,0,-3
Cc1ccc(NC(=O)c2cc(-c3ccc(C)c(C)c3O)n[nH]2)cc1C,0,-0.4,0,-49,-10,2,-0.3,5,-1
CCOC(=O)c1ccc2c(c1)n(CC)c(/C=C/Nc1ccccc1)[n+]2CC,4,2.8,5,7,21,-1,0.1,2,-15
O=C(c1cc(Cl)nc2ccccc12)N1CCc2ccccc2C1,2,1.7,-4,-2,11,3,0.0,-3,2
C[C@H](NC(=O)C1CCN(S(=O)(=O)c2ccccc2)CC1)C(=O)NCc1ccccn1,-2,2.9,-3,4,2,-16,-0.1,-2,0
C=CCn1c(SCC(=O)NC2CC2)nc2sc(CC)cc2c1=O,1,-0.8,0,3,-4,1,0.0,-1,3
C/C(Cc1ccccc1)=N\NC(=O)c1ccc(F)cc1,-1,-0.5,1,0,1,-2,0.0,-2,3

# Bioassay records from PubChem BioAssay.

# This is a subset; rates above refer to the full screens.
